EBI2 antag: EBI2 (human) antagonism; P32249; EBI2 beta-arrestin recruitment, luminescence, 7a,25-OHC stimulated; inhibition, % at 5 µM; hit rate 0.81% among 360,000; AID 651636; in the data active = inhibition above about 38%;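 note: enzyme fragment complementation signal reports receptor beta-arrestin coupling in cells; 0% = agonist plus DMSO wells and 100% = wells without agonist; some results beyond the cut were filed as inactive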
Target sequence (P32249 whole entry, looked up, the tested form may be a part): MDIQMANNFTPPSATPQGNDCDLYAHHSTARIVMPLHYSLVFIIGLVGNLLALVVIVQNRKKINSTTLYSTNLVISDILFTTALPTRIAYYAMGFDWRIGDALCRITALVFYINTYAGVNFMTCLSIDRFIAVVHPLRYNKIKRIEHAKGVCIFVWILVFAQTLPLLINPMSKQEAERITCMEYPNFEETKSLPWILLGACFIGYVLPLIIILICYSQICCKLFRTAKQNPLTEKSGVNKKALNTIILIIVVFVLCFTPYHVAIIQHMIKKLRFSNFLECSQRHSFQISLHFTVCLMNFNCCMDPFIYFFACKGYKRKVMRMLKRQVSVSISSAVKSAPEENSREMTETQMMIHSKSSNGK
Gli-Sufu antag: Gli-Sufu pathway antagonism | Sufu-KO-LIGHT fibroblasts, Gli luciferase reporter luminescence | inhibition, % at 5 µM | hit rate 0.74% among 340,000;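 active = inhibition above about 55%, limit read from the data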;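 note: 0% = DMSO-treated cells and 100% = wells with medium but no cells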
ATG4B inhibitor: ATG4B (human) cysteine protease inhibition. Q9Y4P1. ATG4B cleavage of LC3-PLA2, NBD-HPC fluorescence, 1 h. inhibition, % at 8.33 µM. hit rate 0.51% among 340,000. AID 504462; in the data active = inhibition above about 40%
Target sequence (Q9Y4P1 whole entry, looked up): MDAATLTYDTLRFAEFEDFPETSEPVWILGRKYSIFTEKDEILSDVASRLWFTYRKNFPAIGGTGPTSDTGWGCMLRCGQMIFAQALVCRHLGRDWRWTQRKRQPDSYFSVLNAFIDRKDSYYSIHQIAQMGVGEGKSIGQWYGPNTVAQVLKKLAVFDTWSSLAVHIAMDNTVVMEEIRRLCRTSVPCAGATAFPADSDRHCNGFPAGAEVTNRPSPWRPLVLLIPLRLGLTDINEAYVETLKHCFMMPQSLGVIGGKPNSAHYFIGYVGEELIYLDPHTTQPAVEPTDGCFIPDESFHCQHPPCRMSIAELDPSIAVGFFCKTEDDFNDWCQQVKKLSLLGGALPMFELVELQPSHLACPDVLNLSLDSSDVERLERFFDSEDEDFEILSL
CXCR6 block: inhibitors of human CXCR6 receptor | CHO-K1 PathHunter CXCR6 beta-arrestin, luminescence | inhibition, % at 20 µM | hit rate 0.36% among 360,000 | AID 602244; in the data active = inhibition above about 34%, passing the limit was not always enough;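 note: antagonist mode with CXCL16 agonist at 10 nM final; 0% = 10 nM CXCL16 with DMSO and 100% = unstimulated wells without agonist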
CCR6 antagonist: CCR6 (human) receptor antagonism. inhibition, % at 20 µM. CHO-K1 CCR6 PathHunter beta-arrestin, luminescence, CCL20-stimulated. hit rate 0.49% among 340,000. P51684;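 active = compounds whose inhibition of the agonist-driven luminescence signal at 20 µM reaches about 50%, limit read from the data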;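 note: cells stimulated with CCL20 at 14 nM final; plate controls were DMSO with CCL20 for no effect and DMSO without agonist for full effect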
APJ agonist: APJ receptor agonism. activation, % at 20 µM. CHO-K1 APJ PathHunter beta-arrestin, luminescence; 0% DMSO wells, 100% apelin. P35414. hit rate 0.11% among 330,000;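 active = activation more than six SD over the plate average, tested at 20 µM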;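 note: 0% = DMSO alone and 100% = apelin-13 at 10 nM; some results filed as inactive read as strong as hits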
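system = engineered CHO-K1 APJ arrestin reporter cells | input = 1000 cells per well | timing = overnight seeding, 90 min compound at 25 °C, 1 h detection | measured by = enzyme-fragment complementation luminescence | read-out = beta-arrestin recruitment to APJ as agonist activity, luminescent signal | control set = negative DMSO alone, positive Apelin-13 at 10 nM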
APJ antagonist: blocks the human apelin receptor APJ; inhibition, % at 20 µM; CHO-K1 APJ beta-arrestin complementation, luminescence; hit rate 0.32% among 330,000; AID 2521;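 active = inhibition above about 40% at 20 µM, limit read from the data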;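 note: cells challenged with 10 nM apelin-13 agonist together with compound; plate controls were apelin-13 plus DMSO wells for no effect and DMSO wells lacking apelin-13 for full effect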
UBC13 polyUb: blocks human UBC13 polyubiquitin chain formation; TR-FRET; hit rate 0.47% among 330,000; AID 485273; P61088; inhibition, % at 20 µM; in the data active = inhibition above about 45%, passing the limit was not always enough
Target sequence (P61088 whole entry, looked up): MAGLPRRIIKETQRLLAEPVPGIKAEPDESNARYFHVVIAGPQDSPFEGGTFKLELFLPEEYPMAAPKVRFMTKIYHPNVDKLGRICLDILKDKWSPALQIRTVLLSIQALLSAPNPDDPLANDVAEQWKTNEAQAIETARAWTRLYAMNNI
* = called active by the depositor; . = no result given.

SMILES | EBI2 antag | Gli-Sufu antag | ATG4B inhibitor | CXCR6 block | CCR6 antagonist | APJ agonist | APJ antagonist | UBC13 polyUb
Cc1ccc([N+](=O)[O-])cc1NC(=O)Nc1cccc(F)c1 | -1.4 | 48.5 | -6.5 | -2.5 | 12.3 | -2.3 | 11.8 | -0.9
N#Cc1ccccc1S(=O)(=O)N1CCN(C(=O)C2CCCCC2)CC1 | -5.5 | -8.8 | -1.0 | 0.0 | 5.2 | -1.8 | 5.7 | -13.9
NS(=O)(=O)c1ccc(CCNC(=O)CN2C(=O)COc3ccc(S(=O)(=O)N4CCCC4)cc32)cc1 | -6.7 | -27.4 | -0.4 | 0.7 | 5.7 | -2.2 | 14.1 | -6.4
CC(C)Cn1c(=O)c(C(=O)Nc2cnccn2)c(O)c2ccccc21 | 8.1 | 9.1 | -3.6 | -5.4 | -2.2 | -0.7 | 23.5 | 5.5
CCCCOC(=O)C1=C(C)Nc2ncnn2C1c1ccc(OC)c(OC)c1 (centres undefined) | -13.0 | 2.0 | 4.2 | -8.7 | -9.6 | 2.7 | -7.6 | 4.9
CC1CCCN(CC(O)COCc2ccc3c(c2)OCO3)C1 (centres undefined) | -0.2 | 5.9 | -1.9 | -6.8 | 3.8 | -1.3 | 6.1 | -5.8
CC1(C)NC(C)(C)/C(=C\c2cccs2)C(=O)C1=O | -7.6 | 22.7 | -0.7 | 5.5 | 3.4 | -3.5 | -7.5 | -14.3
COc1ccc(NC(=O)C(=O)N/N=C/c2cc(C)n(-c3cccc(Cl)c3Cl)c2C)c(OC)c1 | 8.8 | -1.3 | -1.0 | 3.0 | 6.9 | -0.3 | -13.2 | -5.8
C(=N\N1CCN(C2c3ccccc3-c3ccccc32)CC1)/c1ccccn1 | 7.4 | 3.4 | -3.6 | 3.3 | 9.4 | -5.3 | 20.3 | 4.1
CCOC(=O)c1ccc(NC(=O)c2nn(CC)cc2Br)cc1 | -2.1 | -26.1 | -9.4 | 4.4 | 21.4 | 0.8 | 0.7 | 0.3
COc1cccc(COc2ccc3c(C)cc(=O)oc3c2)c1 | 0.3 | -91.8 | -3.7 | 1.6 | 7.6 | 0.3 | 2.7 | -0.7
CCC1(C2=CCCCC2)C(=O)NC(=O)N=C1N (centres undefined) | -4.0 | 5.7 | -8.5 | -6.0 | 7.4 | . | . | .
Cc1ccc(-c2nn(CC(=O)NCc3cc(-c4nn(C)c(=O)c5ccccc45)ccc3C)c(=O)c3ccccc23)cc1 | 15.5 | 9.7 | -1.0 | -6.9 | -1.5 | 12.1 | 9.8 | -22.9
CCCOc1ncnc2c1[nH]c1ccccc12 | 1.6 | 12.0 | -0.9 | 0.4 | -14.6 | 0.8 | -4.7 | 14.0
COCCCn1c(=N)c(C(=O)NCC2CCCO2)cc2c(=O)n3ccccc3nc21 (centres undefined) | 3.4 | 6.4 | 4.1 | 3.8 | 3.4 | -15.3 | 4.1 | 9.8
CCOc1ccc(NC(=S)NCCCn2ccnc2)cc1 | -2.3 | 0.7 | 4.1 | -4.9 | 3.6 | 1.1 | 3.3 | 4.6
COCCN1CCn2c(nc3cc([N+](=O)[O-])ccc32)C1 | -6.7 | 3.2 | -9.9 | -10.2 | 3.5 | -3.0 | -2.5 | 10.6
Clc1ccc(SCCCCn2ccnc2)cc1 | -6.6 | -4.4 | 0.9 | -7.8 | -0.2 | -0.8 | 5.4 | 7.0
CCOc1cc(/C=C2\C(=N)N3N=C(N4CCCCC4)SC3=NC2=O)ccc1OC(=O)c1ccco1 | 4.5 | -2.9 | 21.0 | 24.6 | 34.8 | -5.9 | 16.6 | -27.9
Cc1occc1C(=O)NCCc1cccc(Cl)c1 | -0.1 | -38.5 | 0.4 | 4.4 | -2.3 | -3.3 | 9.1 | -1.4

One compound at a time (already shown):
Cc1ccc([N+](=O)[O-])cc1NC(=O)Nc1cccc(F)c1 in the list: EBI2 antag: -1.4; Gli-Sufu antag: 48.5; ATG4B inhibitor: -6.5; CXCR6 block: -2.5; CCR6 antagonist: 12.3; APJ agonist: -2.3; APJ antagonist: 11.8; UBC13 polyUb: -0.9
CC(C)Cn1c(=O)c(C(=O)Nc2cnccn2)c(O)c2ccccc21 in the list: EBI2 antag: 8.1; Gli-Sufu antag: 9.1; ATG4B inhibitor: -3.6; CXCR6 block: -5.4; CCR6 antagonist: -2.2; APJ agonist: -0.7; APJ antagonist: 23.5; UBC13 polyUb: 5.5

Following part
SMILES | EBI2 antag | Gli-Sufu antag | ATG4B inhibitor | CXCR6 block | CCR6 antagonist | APJ agonist | APJ antagonist | UBC13 polyUb
COC(=O)CN(C(=S)Nc1ccccc1)C1CC(=O)N(c2ccc(OC)cc2)C1=O (centres undefined) | -1.5 | -23.4 | 2.6 | -4.5 | 5.4 | -2.4 | 8.9 | -0.4
Cc1ccc2nc(NNC(=O)c3ccc4c(c3)OCCO4)sc2c1 | -0.6 | -4.3 | -4.0 | -7.6 | -6.6 | -0.5 | -67.9 | 2.1
CCOc1ccccc1N(C(=O)Nc1ccc(Cl)cc1)C1=NCCS1 | -6.6 | -3.7 | -11.8 | 0.8 | 16.7 | -3.4 | 9.3 | 10.4
O=C(NNC(=O)c1cc(-c2ccc(Cl)c(Cl)c2)nc2ccccc12)Nc1ccccc1 | 13.4 | 16.6 | 9.4 | 6.7 | 8.7 | 2.4 | 10.1 | -17.4
O=C(CC1=NCCNC(c2ccccc2)C1)c1ccccc1O (centres undefined) | -12.6 | -27.2 | -2.7 | 1.2 | 4.4 | 0.3 | -16.5 | 1.0
Cc1ccc(Sc2c(C)[nH]n(C(C)(C)C)c2=O)cc1 | -9.8 | 7.4 | 6.9 | 5.2 | 9.1 | -4.2 | 8.7 | 4.1
O=c1ccc(-c2ccc([N+](=O)[O-])cc2)nn1-c1ccccc1 | 4.4 | -4.7 | -10.3 | -7.1 | -6.7 | -1.1 | -12.3 | -11.2
Cc1onc(-c2ccccc2Cl)c1C(=O)N1CCN(C(=O)c2ccco2)CC1 | -10.2 | -2.7 | 2.5 | -3.1 | -3.8 | -4.7 | 1.5 | -0.9
COc1ccc(C2SCC(C(=O)O)N2C(C)=O)cc1OC (centres undefined) | -3.8 | 23.9 | -6.3 | -0.1 | 5.6 | -4.2 | -36.3 | -13.0
CCOC(=O)Cc1csc(NC(=O)c2ccc(S(=O)(=O)N3CCOCC3)cc2)n1 | -12.1 | -18.6 | 7.6 | -2.8 | 6.7 | -0.9 | 4.2 | -2.8
CC(C)(C)Cc1nnc(NC(=O)CCC2CCCCC2)s1 | -6.6 | 3.3 | -3.6 | 0.2 | 5.8 | -3.9 | -28.5 | 2.0
CC(C)(C)c1cc(Br)c(O)c(N=Nc2ccc(S(=O)(=O)N3CCOCC3)cc2)c1 | 16.2 | 4.6 | -0.6 | 29.3 | 52.1* | -2.5 | 43.5* | -54.9
Nc1nc2ccc([N+](=O)[O-])cc2[nH]1 | -6.3 | -2.1 | -3.4 | -4.9 | -0.3 | 1.5 | 3.4 | -11.8
O=C1c2ccncc2C(=O)N1Cc1cccc(Cl)c1 | -8.2 | 0.7 | 4.6 | 1.5 | -2.6 | -3.1 | -0.1 | 1.8
Cc1ccc(OCC(=O)n2nc(C)cc2C)c(C)c1 | 7.4 | 6.5 | -2.2 | -2.0 | 9.9 | -3.8 | 1.6 | -6.0
Cc1cccc(NC(=O)c2ccc(COc3ccccc3[N+](=O)[O-])o2)n1 | -10.4 | 3.5 | 12.7 | -2.7 | 11.6 | -3.6 | 19.5 | 4.3
COc1ccc(S(=O)(=O)N2CCC(C(=O)N[C@@H](C)C(=O)NCc3ccc(F)cc3)CC2)cc1 | -8.1 | 23.6 | 3.6 | -0.1 | -1.4 | 8.4 | -11.2 | -5.0
CCOc1ccc(-c2cc(C(=O)NCCCN3CCOCC3)c3ccccc3n2)cc1 | 1.4 | -9.8 | -4.4 | 4.7 | 9.6 | -1.8 | 10.7 | 11.3
CO/N=C(\c1nonc1N)N1CCN(c2ccc(Cl)cc2[N+](=O)[O-])CC1 | -2.6 | 46.8 | 2.0 | 0.3 | 31.3 | 1.6 | 6.7 | 4.7
COc1ccc(CN2CCCC(N3CCN(c4ccc(OC)cc4)CC3)C2)cc1 (centres undefined) | -10.0 | . | 2.0 | -0.4 | 17.7 | -2.3 | 7.0 | -2.1
O=C(CCC(=O)c1ccc(F)cc1)Nc1cccc(C(F)(F)F)c1 | 1.7 | 4.0 | -14.3 | 0.2 | 8.3 | -4.4 | -14.0 | -19.3
CC1(C)C(=O)Nc2ccccc2N1C(=O)CSc1nc(-c2ccccc2)cs1 | 1.8 | 17.9 | 10.8 | 5.5 | 9.8 | -1.1 | -0.6 | -2.5
O=C1C2C3C=CC(C3)C2C(=O)N1CCCO (centres undefined) | -13.4 | -4.3 | -1.9 | -9.1 | -5.4 | 3.5 | 5.0 | 0.9
Cc1cccn2c(/C=N/OCc3cccc(F)c3)c(-c3ccc(Cl)cc3)nc12 | 10.1 | 4.9 | 10.7 | 0.0 | 4.9 | -2.0 | 3.0 | -5.0
O=C1CC(c2c(F)cccc2Cl)C(n2cncn2)C(O)=C1C1NCCc2ccccc21 (centres undefined) | -4.7 | 1.3 | -5.1 | -0.7 | 5.2 | -6.3 | -5.9 | -2.4
Cc1ccc(S(=O)(=O)N(C)CC(=O)Nc2ncccc2C)cc1 | 0.2 | -4.5 | -5.2 | -10.3 | 6.0 | -2.8 | 13.6 | -7.2
Cc1ccc2nc(/C(C#N)=C\c3ccc(OC(=O)c4cccs4)cc3)[nH]c2c1 | 19.5 | -46.8 | 30.4 | -6.9 | 15.0 | 3.3 | 2.8 | -4.6
O=C(CN1CCN(Cc2cccc3ccccc23)CC1)NCCc1ccccc1 | 41.0 | 29.1 | -16.3 | 5.0 | 17.2 | -0.3 | 8.2 | 9.4
Fc1cc(F)c2nc(N3CCOCC3)sc2c1 | -8.6 | -31.0 | 0.8 | -1.6 | 11.8 | -3.6 | 21.0 | -6.7
O=C(CSc1nc2ccccc2n1CC(=O)N1CCCC1)N1CCN(C(=O)c2ccco2)CC1 | 1.7 | -11.6 | -1.3 | -1.8 | -9.0 | 0.3 | -9.7 | 1.2
COc1ccc(C(C)(C)C)cc1NC(=O)CCCn1c(=O)oc2ccccc21 | 1.2 | 9.7 | -5.6 | 5.1 | 1.2 | -2.8 | -16.5 | -3.1
CCOc1ccc(Cl)cc1S(=O)(=O)NCc1cccnc1 | -19.1 | 6.2 | -5.0 | -0.7 | -9.7 | -1.9 | -0.9 | 3.1
O=C(CC(Cc1ccccc1)c1ccco1)NC1CCCCC1 (centres undefined) | 8.5 | 7.5 | -5.4 | -7.3 | -1.7 | -3.4 | 19.0 | 7.7
Cc1cnc(C(=O)NCCc2ccc(S(=O)(=O)NC(=O)NC3CCCCC3)cc2)cn1 | -4.4 | 4.0 | -5.9 | -1.3 | 3.5 | -6.9 | 1.2 | -1.2
O=Cc1cn(CCC(=O)O)nc1-c1cc2ccccc2o1 | -9.4 | 1.6 | -1.7 | 7.3 | 1.7 | -5.7 | -5.2 | -10.0
CN(Cc1cccnc1)C(=O)CC1C(=O)NCCN1Cc1ccc(-c2ccccc2)cc1 (centres undefined) | 6.4 | 2.0 | -13.6 | 7.1 | 6.8 | -7.3 | -20.2 | -2.1
CCCn1c(O)c(CN2CCCCC2)c(C)c(C#N)c1=O | -2.1 | -9.1 | 6.3 | -6.7 | -13.0 | -2.4 | -26.5 | 8.4
COc1ccc(C(=O)Nn2c(C)nc3ccccc3c2=O)c(OC)c1 | -15.9 | 1.8 | -3.5 | -6.2 | -2.1 | -2.2 | 5.2 | 15.7
CC(C)(C)N(NC(=O)Nc1ccccc1)C(=O)c1ccccc1Cl | -7.5 | -6.3 | 2.4 | -2.0 | 9.6 | 0.3 | 2.6 | 4.8

Screening data deposited in PubChem BioAssay by Sanford-Burnham Center for Chemical Genomics.
